# PAFAH2 inh = PAFAH2 (human) inhibition; Q99487; recombinant PAFAH2, FP-rhodamine activity probe, fluorescence polarization; inhibition, % at 3.39 µM; 0.99% of 340,000 active; AID 492956;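 active = inhibition above the mean over all tested compounds plus 3 SD, cut at about 30% in these data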;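 note: inhibitors block probe labeling of enzyme so polarization drops; 0% = enzyme with DMSO and 100% = wells lacking PAFAH2 protein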
# PAD4 inh = blocks human protein arginine deiminase 4; Q9UM07; recombinant PAD4, RCA probe fluorescence polarization; inhibition, % at 6.36 µM; 0.41% of 330,000 active; AID 485272;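 active = percent inhibition above a cutoff equal to the mean of all tested compounds plus 3 SD, cut at about 15% in these data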;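 note: 0% = PAD4 with RCA probe and DMSO and 100% = probe without PAD4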
# Target sequence (Q9UM07 whole entry, looked up): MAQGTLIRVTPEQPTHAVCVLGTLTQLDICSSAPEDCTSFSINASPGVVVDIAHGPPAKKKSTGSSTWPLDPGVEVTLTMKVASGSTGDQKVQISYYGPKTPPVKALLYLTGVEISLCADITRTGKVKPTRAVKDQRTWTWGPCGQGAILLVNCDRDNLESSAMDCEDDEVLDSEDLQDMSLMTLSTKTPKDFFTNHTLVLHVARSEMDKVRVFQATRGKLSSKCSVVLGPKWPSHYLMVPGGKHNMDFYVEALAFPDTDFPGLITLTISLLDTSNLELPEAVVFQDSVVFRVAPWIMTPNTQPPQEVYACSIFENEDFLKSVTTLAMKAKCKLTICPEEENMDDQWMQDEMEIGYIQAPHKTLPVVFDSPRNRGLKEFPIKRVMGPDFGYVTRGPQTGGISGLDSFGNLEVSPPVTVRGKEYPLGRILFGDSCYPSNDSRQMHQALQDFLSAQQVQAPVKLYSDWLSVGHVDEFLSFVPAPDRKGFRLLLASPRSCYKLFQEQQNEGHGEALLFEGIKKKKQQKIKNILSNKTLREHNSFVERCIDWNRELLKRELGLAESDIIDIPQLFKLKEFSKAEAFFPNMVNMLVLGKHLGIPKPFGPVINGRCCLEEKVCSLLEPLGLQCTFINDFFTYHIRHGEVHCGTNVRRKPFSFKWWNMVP
# PREPL inhibitor = inhibitors of human prolyl oligopeptidase-like enzyme PREPL; Q4J6C6; inhibition, % at 5.96 µM; recombinant PREPL, fluorescence polarization activity-based probe; 0.68% of 320,000 active; in the data active = inhibition above about 43%;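 note: 0% = enzyme with DMSO and 100% = wells lacking enzyme; many of its hits are not listed in these tables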
# PAFAH1B3 FP inh = blocks human PAF acetylhydrolase 1B catalytic subunit 3; Q15102; recombinant PAFAH1B3, FP-rhodamine probe, fluorescence polarization; inhibition, % at 3.39 µM; 0.28% of 340,000 active;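 active = inhibition above the screen-wide average of all tested compounds plus 3 SD, cut at about 25% in these data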;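 note: 0% = enzyme with DMSO only and 100% = wells lacking PAFAH1B3 protein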
# LYPLA2 counter = blocks human lysophospholipase 2, a PME1 counter-screen | O95372 | inhibition, % at 5.9 µM | 0.38% of 320,000 active | recombinant LYPLA2, FP-Rh probe fluorescence polarization;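 active = inhibition above the screen-wide mean plus 3 SD, limit set per campaign, cut at about 26% in these data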;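 note: 0% = LYPLA2 with DMSO and 100% = wells lacking LYPLA2 enzyme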
# LYPLA1 counter = blocks human lysophospholipase 1, a PME1 counter-screen | O75608 | recombinant LYPLA1, FP-Rh probe fluorescence polarization | inhibition, % at 5.9 µM | 0.16% of 320,000 active;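 active = inhibition above the mean of all tested compounds plus 3 SD, set per campaign, cut at about 14% in these data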;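 note: inhibitors block serine hydrolase probe labeling of LYPLA1 so polarization falls; 0% = enzyme with DMSO and 100% = wells lacking LYPLA1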
# EBNA-1 inhibitor = blocks EBNA-1 binding to DNA. EBNA-1 DNA binding, fluorescence polarization. inhibition, % at 14.8 µM. 0.34% of 300,000 active. AID 1950; in the data active = inhibition above about 28%
# ZTA DNA inh = ZTA (EBV) inhibition in EBNA-1 counter-screen | P03206 | ZTA-DNA binding, fluorescence polarization | inhibition, % at 11 µM | 0.15% of 320,000 active; in the data active = inhibition above about 33%
# GSTO1 inh = counter-screen for RBBP9 inhibitors: inhibitors of human GSTO1. P78417. recombinant GSTO1, activity-based probe fluorescence polarization. inhibition, % at 5.96 µM. 1.1% of 300,000 active;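 active = inhibition above the campaign mean inhibition plus 3 SD, cut at about 35% in these data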;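 note: 0% = GSTO1-1 with DMSO and 100% = wells lacking GSTO1-1 enzyme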
# Target sequence (P78417 whole entry, looked up): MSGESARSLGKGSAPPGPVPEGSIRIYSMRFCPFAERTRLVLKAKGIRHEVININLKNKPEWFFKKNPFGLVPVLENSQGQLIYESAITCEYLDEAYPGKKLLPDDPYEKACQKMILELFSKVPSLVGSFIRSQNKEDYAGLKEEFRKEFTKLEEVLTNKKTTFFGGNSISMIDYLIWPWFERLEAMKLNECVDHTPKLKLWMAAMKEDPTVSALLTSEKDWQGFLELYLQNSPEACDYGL
# Active calls of the source: *; . = not tested or not shown. These rows are one share of the data (hit frequency here may not be typical).
SMILES,PAFAH2 inh,PAD4 inh,PREPL inhibitor,PAFAH1B3 FP inh,LYPLA2 counter,LYPLA1 counter,EBNA-1 inhibitor,ZTA DNA inh,GSTO1 inh
NC(=O)C1c2ccccc2Oc2ccccc21,-2,-8,10,5,2,1,-1,-19,-4
O=C1C=C(NCc2ccco2)CCC1,-1,-1,-3,3,-1,2,0,6,-3
CC(Sc1nnc2ccccn12)C(=O)Nc1ncc(Cl)cc1Cl (stereo unspecified),1,1,7,9,0,-3,4,-12,-1
Cc1ccc(NC(=O)Cc2sc(C)nc2-c2ccc(C)cc2)cc1,-8,-1,-9,6,-2,1,2,-1,-2
CCC(C)(C)NC(=O)CN(Cc1ccco1)C(=O)CCC(=O)Nc1nccs1,0,-5,-1,4,1,-1,-4,-25,7
CC(=O)c1c(N2CCOCC2)nc(=S)n(-c2ccccc2)c1C,-2,-1,15,5,5,-3,5,-1,-1
O=C(Nc1ccc(Cc2ccncc2)cc1)c1ccc(N2CCOCC2)c([N+](=O)[O-])c1,0,-3,2,1,3,6,5,9,-6
CC(Sc1nccn1C)C(=O)Nc1ccc(Cl)cn1 (stereo unspecified),-1,1,2,13,2,-3,-3,4,6
O=C(CNC(=O)c1cccs1)NCCN1CCC(Cc2ccccc2)CC1,.,-4,-7,.,11,2,-5,-33,5
Nc1nc(C23CC4CCC(CC(C4)C2)C3)cs1,2,-1,-7,10,2,-1,-13,-3,-2
CC1(C)Cc2c(sc3nc(NCCN4CCOCC4)n4ncnc4c23)CO1,-14,-2,0,7,-3,3,8,-2,-7
CCOC(=O)c1nn(-c2ccc(Cl)cc2)c2nc(-c3ccc(C)cc3)c(C#N)c(=O)n12,-9,-1,-7,-1,-3,-2,10,-11,8
NC(=O)Cn1nc(-c2ccccc2)nc1-c1ccccc1,4,3,-2,3,-6,0,6,-9,4
CCCn1c(SCC(=O)Nc2ccc(C)c(S(=O)(=O)N3CCOCC3)c2)n[nH]c1=O,7,1,4,-1,-1,-4,4,-4,6
O=C(NC1CCCCC1)c1ccc(CS(=O)Cc2ccccc2Cl)o1 (stereo unspecified),6,-1,6,1,15,2,-4,-9,2
Cc1cccc(OCC(=O)NCC(=O)N/N=C/c2cccs2)c1,-7,-1,8,5,3,1,-7,-3,2
CCOc1ccc(NC(=O)CN(C)C(=O)CN2C(=O)C3CCCCC3C2=O)cc1OCC (stereo unspecified),-1,-1,12,5,2,-9,.,-10,.
CC(C)n1c(/C=C/c2ccccc2)nc2ccccc21,2,6,7,4,3,-2,-5,-12,-2
CCOc1cc(/C=C(\CC(=O)O)c2nc3ccccc3s2)ccc1OC,5,1,3,9,4,-2,-13,3,-1
COCCN(C(=O)CCc1nnc(CCc2c[nH]c3ccccc23)o1)C(C)C,-6,3,10,-2,3,-1,6,8,2
CC(=O)N1CC2(C)CN(C(C)=O)CC(C)(C1)C2O (stereo unspecified),-4,2,16,10,8,-1,0,-22,11
CC(Oc1ccccc1)C(=O)N1CCC2(CC1)Oc1ccc(F)cc1C(=O)C21CC(c2ccc(Cl)cc2)=NO1 (stereo unspecified),1,1,10,3,-3,-3,19,2,3
CCN(CC)c1c(-c2ccccc2)c2cc(C)ccc2[nH]c1=O,-17,-1,-2,-7,3,3,-3,11,7
CN(C)S(=O)(=O)c1cccc(NC(=O)COC(=O)[C@H](Cc2ccccc2)NC(=O)c2ccco2)c1,-2,-4,-6,4,.,.,.,.,.
CC(C)(C)NS(=O)(=O)c1ccc(NS(=O)(=O)Cc2ccccc2)cc1,-1,-2,3,9,-4,0,10,9,2
CCOC(=O)N1CCC(N2C(=O)c3ccc(C(=O)NCCC(C)C)cc3C2=O)CC1,1,-6,-3,6,13,1,-9,2,0
Oc1ccc(C2=CSC3=NCCN23)cc1O,2,-3,-9,2,-1,-6,-14,-4,15
CCN(CC)S(=O)(=O)c1ccc(Cl)c(C(=O)Nc2nnc(C)s2)c1,0,-5,4,5,4,-4,13,21,2
CCN(CC)S(=O)(=O)c1ccc(N2CCCCC2)c(NC(=O)C2CCN(C(=O)c3ccc(F)cc3)CC2)c1,-4,-5,7,8,0,-2,0,-2,14
COC(=O)[C@H](Cc1ccccc1)NC(=O)[C@@H](N)CC(=O)OCc1ccccc1,-11,0,-2,2,5,0,.,9,.
C=CCNC(=O)/C=C/c1ccc(C(C)C)cc1,10,-3,2,0,-4,-2,0,8,5
O=C(COC(=O)c1cccc(O)c1)Nc1ccc(OC(F)F)cc1,64*,7,-5,3,1,5,-3,-12,0
COc1ccc(OC)c(NC(=O)c2cc(S(=O)(=O)N(C)C)ccc2N2CCCC2)c1,0,3,-1,9,6,2,16,17,4
C=CCc1ccc(OCC(O)CN2CCCCC2)c(OC)c1 (stereo unspecified),0,-3,5,0,-2,-4,-4,-17,-3
C[N+](C)(C)CCCNC(=O)c1ccc(/C=N/O)nc1,-2,3,3,3,-2,0,2,-12,3
CN(C)N1C(=O)/C(=C/c2ccco2)SC1=Nc1ccccc1,5,-2,5,8,7,2,-7,-6,1
COc1ccc(NC(=O)c2cccnc2SC)cc1S(=O)(=O)N1CCCCC1,-9,-1,26,-5,1,2,11,-3,-1
O=c1nc2ccccc2c2n1CC(CN1CCN(C(c3ccccc3)c3ccccc3)CC1)N2 (stereo unspecified),-7,-4,1,-9,-5,2,-6,16,9
CC(Oc1ccc(F)cc1)C(=O)Nc1ccccc1C(=O)N1CCCCC1 (stereo unspecified),-1,-6,18,1,7,0,.,-27,.
Cc1ccc2c(c1)nnn2C1CCN(CC(=O)Nc2ccccc2N2CCOCC2)CC1,0,-3,11,8,4,3,10,19,-2
CCCC[n+]1ccn(-c2nc3ccccc3nc2[N-]S(=O)(=O)c2ccc(C)cc2)c1,3,6,-9,4,-2,0,-1,6,4
CN(C)/C=C1\Cc2ccccc2C1=O,2,-7,1,7,2,0,-2,-6,-4
C=C(C)CC1N(c2cccc(OC)c2)C(=O)[C@@H]2C(C(=O)O)[C@H]3C=C[C@@]12O3 (stereo partly specified),-8,5,13,3,-2,-2,-15,-12,2
COc1cccc(C(=O)OCC(=O)NCCC2=CCCCC2)c1,38*,-2,18,2,.,.,.,.,.
O=C(Cn1cc[n+](CC(=O)c2ccc(Cl)cc2Cl)c1)c1ccc(Cl)cc1Cl,.,-5,46*,.,5,-2,5,10,-8
CCOC(=O)c1sc(=NC(=O)/C=C/c2cccs2)n(C)c1C,1,0,16,7,3,1,-1,-18,3
CCOCCCN1CC(C(=O)NCCc2ccc(C)cc2)CC1=O (stereo unspecified),1,-13,-3,4,-11,-2,-5,12,4
Cc1ccc(NC(=O)c2ccc(NS(=O)(=O)/C=C/c3ccccc3)cc2)nc1,-2,3,-10,3,-5,2,-1,12,1
CCOc1cccnc1Sc1ccccc1,-7,-9,2,10,4,2,-4,-4,2
CCOC(=O)CSC1=C(C#N)C(c2ccccc2OC)CC(=O)N1 (stereo unspecified),1,2,13,-2,0,0,-7,5,-1
# Next results follow:
SMILES,PAFAH2 inh,PAD4 inh,PREPL inhibitor,PAFAH1B3 FP inh,LYPLA2 counter,LYPLA1 counter,EBNA-1 inhibitor,ZTA DNA inh,GSTO1 inh
O=C(COc1ccc2c(c1)OCO2)Nc1nncs1,-3,0,7,2,-4,1,-9,7,4
CCCCn1c(SCC(=O)Nc2nnc(CC)s2)nc2c1c(=O)n(C)c(=O)n2C,-3,0,4,10,2,0,3,9,13
CCCCn1c(NCCO)nc2ccccc21,-10,-4,13,-7,7,1,2,-12,14
CN1CCN(c2oc(-c3cccs3)nc2S(=O)(=O)c2ccccc2)CC1,2,-2,-6,-6,2,2,-4,10,4
Cc1cc(C)c(C(=O)c2ccc(C(=O)N3CCCCC3)cc2)c(C)c1,18,1,4,6,1,2,-4,-4,6
Nc1c(C(=O)OCC(=O)Nc2cccc([N+](=O)[O-])c2)[nH]c(=O)[nH]c1=O,7,-11,9,12,.,.,.,.,.
CCOC(=O)c1c(CN2CCOCC2)oc2ccc(OC(C)=O)cc12,-3,-2,5,9,2,-1,-2,15,9
Cc1ccc(C(=O)OCc2cc3ccccc3[nH]c2=O)cc1,5,-2,-15,4,-11,-2,-7,-7,-5
CCN(CC)CC(=O)N1c2ccccc2Sc2ccccc21,-3,-2,-11,7,2,-1,-7,-13,3
CN1CCN(S(=O)(=O)c2cccc(C(=O)N(Cc3ccccc3)c3ccccc3)c2)CC1,-2,-7,11,5,-2,-4,-5,2,-4
CCCNC(=O)c1ccc2nc(-c3ccccc3)c(-c3ccccc3)nc2c1,-2,-3,-8,8,-3,-3,0,12,-5
C=CCN1C(=O)/C(=C/c2cccs2)S/C1=N\S(=O)(=O)c1ccc(F)cc1,6,-3,-1,5,4,-2,-1,-9,1
CCCCSCCCNC(=O)C1CCC(CNS(=O)(=O)c2ccccc2)CC1 (stereo unspecified),-5,-5,-8,10,4,0,-9,-12,1
CN(C)c1ccc(C(c2ccc(N(C)C)cc2)c2ccc([N+](=O)[O-])cc2)cc1,3,4,5,9,-6,3,5,18,10
CN(CC(=O)Nc1cccc(F)c1)C(=O)CN1c2cccc3cccc(c23)S1(=O)=O,14,-1,15,1,-1,-6,.,-9,.
O=C(CC1(O)C(=O)N(Cc2ccccc2Cl)c2ccccc21)c1ccco1 (stereo unspecified),-5,1,-17,10,5,3,6,9,2
Cc1ccccc1C(=O)O/N=C(\N)Cc1cccs1,15,2,1,13,2,5,1,-7,5
CCOc1ccc(NC(=O)COc2ccc(-n3cnnn3)cc2)cc1,3,-4,13,11,7,-1,.,-10,.
CN1CCN(C(=O)c2cnn(-c3ccccc3)c2NC(=O)c2ccccc2)CC1,2,-1,-3,4,6,-3,-1,-3,5
CCN(CC)c1ccc(NC(=S)NC(=O)C2CCC2)cc1,4,1,3,1,7,-2,5,1,2

# Three compounds from above, arranged by number of heavy atoms, lowest first.
SMILES,PAFAH2 inh,PAD4 inh,PREPL inhibitor,PAFAH1B3 FP inh,LYPLA2 counter,LYPLA1 counter,EBNA-1 inhibitor,ZTA DNA inh,GSTO1 inh
Cc1ccccc1C(=O)O/N=C(\N)Cc1cccs1,15,2,1,13,2,5,1,-7,5
CCOc1ccc(NC(=O)COc2ccc(-n3cnnn3)cc2)cc1,3,-4,13,11,7,-1,.,-10,.
O=C(CC1(O)C(=O)N(Cc2ccccc2Cl)c2ccccc21)c1ccco1 (stereo unspecified),-5,1,-17,10,5,3,6,9,2

# Remaining list, next part.
SMILES,PAFAH2 inh,PAD4 inh,PREPL inhibitor,PAFAH1B3 FP inh,LYPLA2 counter,LYPLA1 counter,EBNA-1 inhibitor,ZTA DNA inh,GSTO1 inh
Cc1cccc2cc(C#N)c(SCC(=O)NCC3CCCO3)nc12 (stereo unspecified),1,-1,6,6,-8,-1,-10,1,-7
CC(C)(CO)Nc1nc(Nc2ccccc2)nc(Nc2ccccc2)n1,0,-3,3,8,1,-2,3,0,4
COc1cccc(NS(=O)(=O)Cc2ccccc2)c1,-3,-1,6,6,-3,0,10,-13,-1
OCCN(Cc1ccccc1)Cc1ccccc1F,1,-1,2,0,4,0,-4,-11,-5
CC(C)(C)c1ccc(OCC(O)CN2CCOCC2)cc1 (stereo unspecified),-1,6,-7,7,3,2,0,-18,3
Cn1nc(-c2ccc(Cl)cc2)cc1NC(=O)CSCC(=O)O,.,2,3,.,4,3,5,1,8
CCOC(=O)c1cc(-c2ccccc2C)nn1Cc1cc(CC)no1,0,-5,5,12,-2,2,4,-7,-5
Cc1ccc(OCC(=O)N2CCN(S(=O)(=O)c3ccc4c(c3)OCCO4)CC2)c(C)c1,11,1,12,7,4,-2,.,-6,.
NNC(=O)c1ccc(O)cc1O,7,-3,2,6,1,-5,-1,-10,5
CC(=O)NCC(=O)N(Cc1ccco1)C1(C(=O)NC2CCCC2)CCCCC1,4,-2,13,-2,-2,1,-2,9,11
COc1ccc(NC(=O)CC2C(=O)N(C)C(=S)N2CCc2ccccc2)cc1 (stereo unspecified),-3,-2,6,3,3,2,2,0,4
COc1ccc(CN(Cc2cc3ccc(C)cc3[nH]c2=O)Cc2nnnn2C2CCCC2)cc1,-3,-1,-5,-7,-8,-13,-6,-2,-5
